High-throughput results from PubChem.
RAD52 inh – blocks human RAD52 DNA annealing; P43351; recombinant RAD52 DNA annealing, FRET fluorescence; inhibition, % at 18.7 µM; 0.46% of 360,000 active; AID 651710;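 active means every replicate showing at least 50% inhibition; inconclusive means mean inhibition at least 50% but not in every replicate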
XiGFP reactiv – reactivates the inactive X chromosome in mouse fibroblasts | activation, % at 7.58 µM | AID 743238 | XiGFP mouse fibroblasts, % GFP-positive cells imaging, 3 d; cells co-treated with 5-aza-dC sensitizer; scaled so ellipticine positive control = 100% | 0.055% of 360,000 active;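 active means mean normalized replicate activation at least 10% and every replicate at or above 10%; inconclusive means only one of the two criteria met; inactive means mean below 10% and not all replicates reach 10%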;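 further: 0% = median of on-plate neutral control wells and 100% = ellipticine 6 µM median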
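material = 68-5-11 XiGFP fibroblast line | medium = DMEM plus 5-aza-dC sensitizer | schedule = 3 days compound exposure | benchmarks = positive control ellipticine, 6 µM final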
E-sel inducer – induces E-selectin expression in human endothelial cells; HUVEC E-selectin immunofluorescence imaging; normalized: neutral wells 0, TNF-alpha wells 100; 0.37% of 260,000 active; activation, % at 7.58 µM; P16581;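 active means mean E-selectin-positive cell signal at least 10% of the positive control, reached in at least 60% of replicates, without over 20% cell loss; inconclusive means no rule given, readout overlaps actives, possibly toxicity-flagged; inactive means the rest, including those meeting only one limit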;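 further: in these data hits start at about 27%; measured in HUVEC primary endothelial cells; signal is the percent of cells scored E-selectin positive by PE staining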
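Assay system: HUVEC, human umbilical vein endothelial cells / Amount: 3,000 HUVEC/well / Controls: TNF-alpha positive control, DMSO neutral control / Compound dosing: single concentration / Medium: EGM-2 over gelatin coat / Evaluation: percent E-selectin-positive cells / Signal: immunofluorescence imaging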
CASP6 VEID inh – caspase-6 (human) enzyme inhibition. AID 686996. P55212. purified caspase-6, Z-VEID-R110 cleavage fluorescence. inhibition, % at 12.5 µM. 0.53% of 350,000 active;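 active means mean inhibition across replicates at least about 35%, with every replicate also reaching that limit, limit read from the data; inconclusive means only one of the two criteria met; inactive means neither criterion met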;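 further: 0% = median of neutral control wells and 100% = no fluorescence left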
Target sequence (P55212 24-179 limits assumed): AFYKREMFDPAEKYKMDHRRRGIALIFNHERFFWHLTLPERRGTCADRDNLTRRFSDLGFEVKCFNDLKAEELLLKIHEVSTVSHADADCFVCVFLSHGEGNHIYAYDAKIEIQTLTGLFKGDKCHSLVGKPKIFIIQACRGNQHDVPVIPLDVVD
Target sequence (P55212 194-293 limits assumed): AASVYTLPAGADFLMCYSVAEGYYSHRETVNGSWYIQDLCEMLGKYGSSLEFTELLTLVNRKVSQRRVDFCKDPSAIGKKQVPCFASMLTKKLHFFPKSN
DENV2 CPE – inhibitors of DENV2 cytopathic effect; DENV2-infected cells, cytopathic effect rescue, plate reader; CPE inhibition, % at 9.99 µM; 1.7% of 350,000 active; in the data active means CPE inhibition above about 20%, passing the limit was not always enough; inconclusive means no clear call, values can overlap the other calls; tested in BHK-21 cells;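 further: 0% = median of neutral control wells and 100% = median of positive control wells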
INS-1E GSIS act – primary screen for activators of insulin secretion dependent on glucose, INS-1E cells, GLuc reporter luminescence; activation, % at 16.6 µM; INS-1E GLuc reporter insulin secretion, 2-3 h; AID 743287; 0.61% of 370,000 active;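 active means lowest replicate activation of at least 40%, so every replicate reaches that level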;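 further: 0% = median of neutral control wells and 100% = median of IBMX positive control wells; some compounds called inactive have numbers as strong as hits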
F508del corr – correctors of CFTR F508del function in bronchial epithelial cells; CFBE cells, YFP halide quenching; stimulated with forskolin plus potentiator P3; % fluorescence drop versus neutral controls; 0.36% of 350,000 active; activity (quench increase), % at 7.58 µM;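 active means mean added fluorescence quench of at least 8% versus neutral control, with both replicates also reaching 8%; inconclusive means only one of the mean or replicate conditions met; inactive means mean below 8% and not both replicates reaching 8%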;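 further: cells transiently co-express mutant CFTR-F508del with the halide-sensitive YFP; corrector assay measuring rescue of mutant channel to the surface after 24 h compound exposure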
RAD54 branch – RAD54 (human) branch migration inhibition; Q92698; RAD54 Holliday junction branch migration, FAM/BHQ fluorescence; inhibition, % at 10.4 µM; 0.14% of 360,000 active; AID 602329;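 active means mean normalized replicate activity at least 40 and at least half of replicates scoring 40 or more; inconclusive means only one of the two criteria met; inactive means mean below 40 and under half of replicates reaching 40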;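 further: 0% = median of neutral control wells and 100% = median of positive control wells; inhibitors cause a drop in the FAM fluorescence signal; in these data hits start at about 50%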
Target sequence (Q92698 whole entry, looked up): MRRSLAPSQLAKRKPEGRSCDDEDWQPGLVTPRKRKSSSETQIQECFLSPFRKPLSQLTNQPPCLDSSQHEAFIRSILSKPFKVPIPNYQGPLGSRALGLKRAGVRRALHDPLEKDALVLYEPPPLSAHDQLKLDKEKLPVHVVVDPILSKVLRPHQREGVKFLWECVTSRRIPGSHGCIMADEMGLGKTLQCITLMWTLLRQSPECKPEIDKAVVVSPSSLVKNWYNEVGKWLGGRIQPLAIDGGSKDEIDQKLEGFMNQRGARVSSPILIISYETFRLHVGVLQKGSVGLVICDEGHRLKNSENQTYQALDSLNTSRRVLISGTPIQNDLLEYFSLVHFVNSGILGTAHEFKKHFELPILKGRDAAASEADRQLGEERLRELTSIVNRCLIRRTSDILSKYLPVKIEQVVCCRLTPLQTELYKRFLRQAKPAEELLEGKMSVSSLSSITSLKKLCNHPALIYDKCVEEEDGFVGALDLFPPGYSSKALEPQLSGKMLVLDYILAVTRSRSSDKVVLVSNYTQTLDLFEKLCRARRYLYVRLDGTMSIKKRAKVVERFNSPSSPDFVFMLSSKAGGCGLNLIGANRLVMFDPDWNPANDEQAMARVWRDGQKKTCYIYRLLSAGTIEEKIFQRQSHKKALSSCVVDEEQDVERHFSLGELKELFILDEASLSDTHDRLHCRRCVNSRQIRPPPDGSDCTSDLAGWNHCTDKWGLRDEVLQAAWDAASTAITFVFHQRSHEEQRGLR
Numbers without * were called inactive; ? = inconclusive; nt = not tested or not shown; & = joins results of further samples.

SMILES	RAD52 inh	XiGFP reactiv	E-sel inducer	CASP6 VEID inh	DENV2 CPE	INS-1E GSIS act	F508del corr	RAD54 branch
CCCc1cc(O)c2c(C)cc(=O)oc2c1	-18	nt	nt	-1	0	4	1.8	7
COc1ccc(CN(C)C[C@H]2OCCCC[C@@H](C)Oc3ccc(NC(=O)Nc4cccc5ccccc45)cc3C(=O)N([C@H](C)CO)C[C@@H]2C)cc1	4	-0.1	0.9	-4	11	-19	-3.3	-2
N#Cc1ccccc1NC(=O)c1ccccc1OCC(=O)Nc1ccc2c(c1)oc1ccccc12	-10	nt	nt	1	3	-7	-0.7	0
O=C(C[C@H]1C=C[C@H](NC(=O)CCN2CCCCC2)[C@@H](CO)O1)Nc1ccccc1	-7	0.0	-0.2	1	0	12	-0.3	nt
C[C@@H]1CN([C@H](C)CO)C(=O)c2cc(NC(=O)c3ccccc3)ccc2O[C@@H](C)CCCCO[C@H]1CN(C)Cc1ccccc1	nt	0.0	nt	nt	13	-13	1.6	-1
Cc1ccc(S(=O)(=O)N(C)c2ccc(C(=O)Nc3ccccc3C(=O)N3CCOCC3)cc2)cc1	-6	0.3	0.8	3	?	-31	0.7	5
COc1cc(-c2nc(CN3CCCCC3CCNC(C)=O)c(C)o2)ccc1F (configuration not stated)	1	0.0	-0.6	-5	-4	-8	1.3	nt
CSc1ccc(S(=O)(=O)NCC(=O)OCC(=O)NCC2CCCO2)cc1[N+](=O)[O-] (configuration not stated)	-4	-0.7	0.6	8	-4	21	-0.4	-3
C[C@@H]1CN([C@H](C)CO)C(=O)c2cccc(NC(=O)C3CCCCC3)c2O[C@@H]1CN(C)C(=O)Nc1ccc2c(c1)OCO2	13	-1.0	0.1	1	6	4	-1.2	-7
CC1(C(=O)NS(=O)(=O)c2ccc3c(c2)CCO3)CCN1C(=O)c1ccccc1CCc1ccccc1 (configuration not stated)	-14	0.0	-0.2	-2	-4	nt	-0.1	4
CCCCNc1nc2cccnc2s1	-13	0.1	-0.1	3	3	15	-0.3	-4
C[C@@H]1CCCCO[C@@H](CN(C)Cc2ccccc2)[C@H](C)CN([C@@H](C)CO)C(=O)c2cc(NC(=O)Cc3ccccc3)ccc2O1	12	0.0	nt	-2	18	-19	1.1	1
CCN1C(=O)/C(=C\N2CCN(C(=O)c3ccco3)CC2)SC1=S	-66	0.2	0.7	0	9	-27	-1.3	nt
O=C(Nc1ccc(Cl)c(S(=O)(=O)N2CCCC2)c1)c1nn(CCO)c(=O)c2ccccc12	-76	0.0	0.2	0	20	6	0.8	-10
O=C(CN1C(=O)NC2(CCCCCCC2)C1=O)NCc1ccccc1Cl	-28	0.2	1.5	5	-5	-6	7.3	-14
Cc1cc2c(cc1S(=O)(=O)N1CCN(c3cccc(C)c3C)CC1)OCCN2C	-14	-0.1	nt	-1	-6	nt	1.9	-8
CCc1cccc2c(C(=O)CSc3nncn3C)c[nH]c12	-10	0.1	3.9	0	-1	11	0.0	5
C[C@@H]1CN([C@H](C)CO)S(=O)(=O)c2ccc(Br)cc2O[C@@H]1CN(C)S(=O)(=O)c1ccc(F)cc1	13	-0.4	0.0	-1	9	-15	nt	10
CCOc1ccc(C2C3=C(CCCC3=O)Nc3ccc4ncccc4c32)cc1 (configuration not stated)	7	0.1	nt	3	10	-17	1.5	2
CO[C@H]1CN(C)C(=O)c2ccc(NC(=O)c3cccc(F)c3)cc2OC[C@@H](C)N(C(C)=O)C[C@H]1C	-7	0.0	-0.1	3	19	0	-0.9	3
COc1ccc2c3c([nH]c2c1)[C@H](CO)N(Cc1nccs1)CC31CCN(C(=O)C2CCOCC2)CC1	-67	0.0	0.1	-3	-1	-1	0.8	nt
Cc1ccc(CNC(=O)C2CCN(S(=O)(=O)c3ccc4c(c3)OCCCO4)CC2)cc1	nt	0.0	0.2	nt	nt	-17	nt	0
COc1ccc(CCN(C)C2CCCN(S(C)(=O)=O)C2)cc1OC (configuration not stated)	-1	0.1	nt	1	0	3	1.9	5
CS(=O)(=O)N1CC2(C1)[C@H](c1ccccc1)[C@H](CO)N2CCC(F)(F)F	-6	0.0	-0.2	-1	-1	13	-2.3	nt
C[C@H]1CN([C@@H](C)CO)S(=O)(=O)c2ccc(C3=CCCCC3)cc2O[C@@H]1CN(C)C(=O)c1ccccc1	-3	0.4	0.4	0	-9	0	-1.7	0
CNC[C@H]1Oc2c(NS(=O)(=O)c3ccc(OC)cc3)cccc2C(=O)N([C@H](C)CO)C[C@@H]1C	14&-4	-1.2&0.1	nt	1&-2	-1&2	5&-2	2.4&-1.6	0&-3
Cc1noc(C)c1S(=O)(=O)N(C)C[C@@H]1Oc2ccc(NS(=O)(=O)c3cccs3)cc2CC(=O)N([C@@H](C)CO)C[C@@H]1C	-9	-0.6	0.2	nt	-4	2	-0.8	-7
CCS(=O)(=O)n1c(Cc2cccs2)nc2ccccc21	-15	0.1	-0.2	-2	nt	nt	0.9	-4
COc1cccc2c(=O)n(CC(=O)NC3CCCCC3)ccc12	-8	0.0	0.4	0	1	1	-3.7	-10
COc1cccc(C#Cc2ccc3c(c2)[C@H]2[C@H](CCN2C(=O)Cc2ccccc2)[C@H](CO)N3)c1	-20	0.0	-0.6	2	7	-18	6.2	nt
CCN(CC)NC(=O)Nc1ccccc1	-11	0.2	nt	2	nt	-2	-1.0	-2
COC(=O)C1=C(C)NC(C)=C(C(=O)OC)C1C(=O)OCC(=O)N1CCCCC1C (configuration not stated)	1	-0.1	-1.7	3	10	18	-1.3	0
CC12CCC(=O)N1C(C(=O)NCc1ccccc1Cl)CS2 (configuration not stated)	1	0.0	nt	0	?	-15	-8.4	-2
C[C@@H]1CN([C@@H](C)CO)C(=O)c2cc(NC(=O)Cc3cn(C)c4ccccc34)ccc2O[C@H]1CN(C)S(=O)(=O)c1ccc(F)cc1	-20	0.0	0.8	-1	16	-11	2.6	1
Cc1ccc(S(=O)(=O)N2CCN(c3ccc(N4CCOCC4)nn3)CC2)cc1[N+](=O)[O-]	-10	0.2	-0.8	-1	-4	-3	2.2	12
COc1ccccc1-c1cn(CC[C@@H]2CC[C@H](NC(=O)C3CCC3)[C@@H](CO)O2)nn1	-2&0	0.4&0.0	-0.5&0.0	0&-3	-1&-13	0&-7	-2.9&-4.2	6

Sorted by molar mass (falling): 6 of the compounds above
SMILES	RAD52 inh	XiGFP reactiv	E-sel inducer	CASP6 VEID inh	DENV2 CPE	INS-1E GSIS act	F508del corr	RAD54 branch
C[C@@H]1CN([C@@H](C)CO)C(=O)c2cc(NC(=O)Cc3cn(C)c4ccccc34)ccc2O[C@H]1CN(C)S(=O)(=O)c1ccc(F)cc1	-20	0.0	0.8	-1	16	-11	2.6	1
Cc1noc(C)c1S(=O)(=O)N(C)C[C@@H]1Oc2ccc(NS(=O)(=O)c3cccs3)cc2CC(=O)N([C@@H](C)CO)C[C@@H]1C	-9	-0.6	0.2	nt	-4	2	-0.8	-7
COc1ccccc1-c1cn(CC[C@@H]2CC[C@H](NC(=O)C3CCC3)[C@@H](CO)O2)nn1	-2&0	0.4&0.0	-0.5&0.0	0&-3	-1&-13	0&-7	-2.9&-4.2	6
COC(=O)C1=C(C)NC(C)=C(C(=O)OC)C1C(=O)OCC(=O)N1CCCCC1C (configuration not stated)	1	-0.1	-1.7	3	10	18	-1.3	0
CC12CCC(=O)N1C(C(=O)NCc1ccccc1Cl)CS2 (configuration not stated)	1	0.0	nt	0	?	-15	-8.4	-2
COc1cccc2c(=O)n(CC(=O)NC3CCCCC3)ccc12	-8	0.0	0.4	0	1	1	-3.7	-10

The listing continues:
SMILES	RAD52 inh	XiGFP reactiv	E-sel inducer	CASP6 VEID inh	DENV2 CPE	INS-1E GSIS act	F508del corr	RAD54 branch
Oc1c(C(Nc2ccccn2)c2ccccn2)ccc2cccnc12 (configuration not stated)	-13	nt	nt	-5	nt	-7	nt	3
O=[N+]([O-])c1cccc(CN2CCN(Cc3ccco3)CC2)c1	-12	0.0	0.2	-2	11	-9	0.8	6
C=C(C)Cn1c(CCn2c3ccccc3c3ccccc32)n[nH]c1=S	-8	0.0	nt	-1	-1	nt	nt	nt
Cc1ccc(-c2ccc([C@H]3[C@H](CO)N4C(=O)CN(C(=O)c5ccncc5)C[C@@H]34)cc2)cc1	7	0.0	-0.6	0	1	5	-0.3	nt
Cc1sc2ncnc(SCC(=O)NCC3CCCO3)c2c1C (configuration not stated)	-8	-0.2	nt	-2	-5	14	-1.1	-4
CC(C)(O)c1cn([C@@H]2C[C@@H]3O[C@@H](CO)CC[C@@H]3O[C@@H]2CCc2ccc(-c3cccnc3)cc2)nn1	-7	nt	nt	-1	-7	nt	-1.0	nt
O=C(C[C@@H]1CC[C@@H](NC(=O)C2CCOCC2)[C@@H](CO)O1)NCc1ccccc1Cl	15	0.0	-0.3	4	8	-5	3.2	6
CCN(CC)C(=O)C1CCCN(c2ncnc3c2cnn3-c2ccc(Cl)cc2)C1 (configuration not stated)	-11	0.1	0.1	0	10	-5	-0.2	-7
O=C(CCC(=O)N1CCCCCC1)NCc1ccc(F)cc1	-21	0.1	0.7	2	-3	-4	1.4	-9
Cc1cccc(OCCCC(=O)NCc2ccco2)c1	-6	nt	nt	8	-3	-39	-1.6	nt
Cc1noc(C)c1S(=O)(=O)Nc1ccc2c(c1)C(=O)N([C@H](C)CO)C[C@@H](C)[C@@H](CN(C)Cc1ccncc1)OCCCC[C@H](C)O2	13	0.1	0.0	5	-6	5	-0.6	-2
CC(C)NS(=O)(=O)c1ccc2c3c(cccc13)CC2	-10	0.0	nt	6	-1	-4	-0.5	nt
NNC(=O)CNS(=O)(=O)c1ccc([N+](=O)[O-])cc1	-20	0.0	nt	-1	2	2	-2.9	nt
COc1ccc2nc(C)cc(SCC(=O)OC(C)C)c2c1	-4	0.0	nt	4	-1	-9	0.3	nt
C=C1N(c2cccc(Cl)c2)C(=O)OC1(C)C	-2	0.1	-0.1	0	1	11	-0.4	-7
Cc1cc(N2CCC(N(C)C3CCCC3)CC2)nc2cc(O)ccc12	103*	0.3	0.3	-19	?	nt	6.4	45
COCC(=O)Nc1ccc2c(c1)C(=O)N(C)C[C@@H](OC)[C@H](C)CN(CC1CC1)[C@@H](C)CO2	6	-0.7	-0.2	-9	-4	13	-1.7	6
Cc1noc(C)c1S(=O)(=O)N(C)C[C@@H]1Oc2ccc(NC(=O)Cc3ccccc3)cc2CC(=O)N([C@@H](C)CO)C[C@H]1C	nt	0.2	-2.9	nt	-5	-4	-4.0	-1
COC(c1ccccc1)c1nnc(CCC(=O)NCc2cccc(-n3cccn3)c2)o1 (configuration not stated)	-13	0.0	2.7	-3	-3	10	nt	nt
COc1cccc(NC(=O)CSc2nnnn2C2CCCC2)c1	-23	0.0	nt	-3	-3	36	-1.8	8
O=C(Nc1ccc(Br)cc1)c1cc(-c2cccs2)on1	-17	0.1	nt	-3	1	2	-1.7	-4
